Assay outcomes: PubChem, National Center for Advancing Translational Sciences (NCATS)
GAA inhib: alpha-glucosidase (human) inhibition; Potency, µM (series often up to 76.9 µM), for inactives: top-dose activity change, negative = inhibition, actives largely listed as inhibitors; 0.005% of 200,000 active; purified human GAA, 4-MU-alpha-glucoside fluorescence; AID 1466;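 note: plate controls were uninhibited enzyme wells for no effect and no-enzyme background for full effect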
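Human alpha-glucosidase, 4 nM, pre-mixed with test compounds before 400 uM 4-methylumbelliferyl substrate; 20 min room temperature at pH 5.0. Fluorescence read after pH 10 stop; AC50 values from Hill-equation fits.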
GAA glycogen: alters human alpha-glucosidase cleavage of glycogen. P10253. 0.38% of 300,000 active. Potency, µM (highest dose often 76.4 µM), without a hit: at the highest dose activity change, negative = inhibition, usual class: inhibitors. recombinant GAA, glycogen substrate, Amplex Red glucose oxidase fluorescence;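 note: 0% = full enzyme reaction and -100% = no-enzyme basal signal; the screen sought inhibitors and activators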
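Recombinant enzyme (4 nM final) with compounds titrated up to 77 uM and bovine liver glycogen (30 ug) in citrate pH 5.0, 0.01% Tween-20, 37 C 40 min. Released glucose detected by Amplex Red/glucose oxidase (Ex 573/Em 610); AC50 from Hill fits.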
aGal spleen mod: inhibitors or activators of human alpha-galactosidase in spleen homogenate | 0.008% of 240,000 active | Potency, µM (doses to about 80 µM), for inactives: at the top dose activity change, negative = inhibition, most hits filed as inhibitors | human spleen homogenate, 4MU-alpha-Gal fluorescence, 40 min;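 note: 0% = enzyme with vehicle and -100% = no enzyme basal signal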
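Fluorogenic readout (Ex 365/Em 440 nm) of 4-methylumbelliferone released from 1 mM 4-MU-alpha-galactoside by spleen homogenate, 40 min at 37C, pH 5.0. Data normalized to no-enzyme and enzyme controls; Hill-equation AC50 from compound titrations.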
ALDH1A1 inh: inhibitors of human aldehyde dehydrogenase 1A1 | 7.3% of 220,000 active | Purified ALDH1A1, NADH fluorescence, propionaldehyde substrate | Potency, µM (doses to about 75.3 µM), for the others: top-dose activity, negative = inhibition, usual class: inhibitors | P00352; active = well fitted inhibition curve with a large enough effect, not every such curve was filed as active; inconclusive = small, poorly fitted or top-dose-only effect, or another doubt; inactive = no such curve, though single readings can be large or run the other way;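 note: plate controls were no enzyme wells and a reference inhibitor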
Target sequence (P00352 whole entry, looked up): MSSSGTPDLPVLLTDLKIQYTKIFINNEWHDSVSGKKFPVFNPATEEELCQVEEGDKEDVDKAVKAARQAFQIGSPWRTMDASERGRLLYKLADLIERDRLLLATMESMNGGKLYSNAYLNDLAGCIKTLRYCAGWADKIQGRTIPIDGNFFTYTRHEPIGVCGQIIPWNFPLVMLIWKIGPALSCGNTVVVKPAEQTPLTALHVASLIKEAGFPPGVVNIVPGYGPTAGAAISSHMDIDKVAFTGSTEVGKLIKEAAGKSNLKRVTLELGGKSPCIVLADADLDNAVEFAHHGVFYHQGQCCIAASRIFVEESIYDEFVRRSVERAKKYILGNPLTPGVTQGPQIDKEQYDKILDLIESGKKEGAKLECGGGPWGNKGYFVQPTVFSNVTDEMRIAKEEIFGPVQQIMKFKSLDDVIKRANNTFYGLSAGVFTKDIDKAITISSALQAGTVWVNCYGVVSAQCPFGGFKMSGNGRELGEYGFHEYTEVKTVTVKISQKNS
SMN2 splice up: SMN2 splice variant enhancement | 2.8% of 210,000 active | Potency, µM (highest dose often 46.1 µM), for inactives: top-dose activity change, positive = activation, hits mostly activators | AID 1458 | HEK293 SMN2-luciferase splicing reporter, luminescence, 30-36 h; note: % of control where 0% means no effect; nearly all actives have a fitted effect of over 55% in size
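qHTS luciferase splicing reporter: luminescence rises when SMN2 exon 7 is included in transfected HEK293 cells. Compound exposure lasted 30-36 h at 37C, with 4.5 mM final sodium butyrate as control, followed by a ONE-Glo read.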
JMJD2E inh: JMJD2E (human) inhibition. B2RXH2. JMJD2E catalytic domain, FDH-coupled NADH fluorescence (FDH is formaldehyde dehydrogenase). Potency, µM (highest dose often 57.1 µM), for the others: top-dose activity change, negative = inhibition, most hits filed as inhibitors. 1.6% of 230,000 active. AID 2147; active = well fitted inhibition curve with a large enough effect, not every such curve was filed as active; inconclusive = small, poorly fitted or top-dose-only effect, or another doubt; inactive = no such curve, though single readings can be large or run the other way;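 note: 0% = wells with enzyme and -100% = buffer wells without enzyme; nearly all actives have a fitted effect of over 50% in size; many of its hits are not listed in these tables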
Target sequence (B2RXH2 1-337 limits assumed): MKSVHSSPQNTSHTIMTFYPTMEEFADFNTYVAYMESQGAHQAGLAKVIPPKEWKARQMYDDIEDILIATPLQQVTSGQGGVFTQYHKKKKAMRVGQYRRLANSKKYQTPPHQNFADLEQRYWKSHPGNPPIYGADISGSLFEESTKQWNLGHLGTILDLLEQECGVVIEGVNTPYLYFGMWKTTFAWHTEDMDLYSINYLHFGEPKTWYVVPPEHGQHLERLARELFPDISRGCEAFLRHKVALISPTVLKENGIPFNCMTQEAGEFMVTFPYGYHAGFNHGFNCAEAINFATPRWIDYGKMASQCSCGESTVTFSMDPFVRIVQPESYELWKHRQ
aGlu spleen mod: inhibitors or activators of human alpha-glucosidase in spleen homogenate; P10253; human spleen homogenate, 4-MU-alpha-glucoside fluorescence; Potency, µM (titrated, usually from 79.9 µM), for the others: top-dose activity change, negative = inhibition, usual class: inhibitors; 0.006% of 240,000 active;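 note: 0% = enzyme with vehicle and -100% = no enzyme basal signal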
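Compounds were titrated against alpha-glucosidase in spleen homogenate at pH 5.0, with 1 mM 4-methylumbelliferyl substrate for 40 min at 37 C. Reactions were quenched with pH 10 NaOH/glycine and fluorescence measured.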
GoLoco inh red: blocks human Gai1 binding to RGS12 GoLoco peptide, red readout; Gai1:RGS12 GoLoco peptide FP, rhodamine, 10 min; P63096; AID 880; 0.44% of 230,000 active; Potency, µM (doses to about 61.6 µM), without a hit: at the top dose activity, negative = inhibition, most hits filed as inhibitors; active = well fitted inhibition curve with a large enough effect, not every such curve was filed as active; inactive = no such curve, though single readings can be large or run the other way; note: % is set by controls: 0 for no effect and ±100 for the full control effect; nearly all actives have a fitted effect of over 30% in size; many of its hits are not listed in these tables
Active calls of the source: *; ? = inconclusive; nt = no result given; & = joins results of further samples; [ ] = dose if it differs, or a comment. Unless noted, calls come from the whole dose curve; as a rule, active = well fitted curve in the direction sought with a large enough effect; inconclusive = small, poorly fitted or top-dose-only effect, or another doubt; inactive = no such curve, though single readings can be large; an effect the other way counts as inactive or inconclusive. Potency is the fitted concentration of half-maximal effect.

A first look:
SMILES | GAA inhib | GAA glycogen | aGal spleen mod | ALDH1A1 inh | SMN2 splice up | JMJD2E inh | aGlu spleen mod | GoLoco inh red
CCOC(=O)C(Sc1ncc(C#N)c(N)n1)C(C)C (stereo unspecified) | 2% | -15% | 1% | ? | 29% | -9% | -3% | 11%
Cc1ccc(C(C)C)c(OCCCN2CC(C)OC(C)C2)c1 (stereo unspecified) | -3% | 0% | -16% | ? | -7% | ? | -9% | -3%
CCC(=O)Oc1ccc(NC(=O)c2ccco2)cc1 | 6% | 18% | -7% | 0% | 9% | 1% | -3% | -4%
CC(C)c1nc(Cl)c(C#N)c2c1CCC2 | -4% | -10% | -24% | 9% | nt | 0% | 3% | 2%
CCOC(=O)c1ccc(NC(=O)C(=O)NCCc2ccc(OC)cc2)cc1 | 4% | 2% | 5% | 12% | -1% | 4% | -1% | 5%
CCOc1ccccc1NC(=O)NCc1ccco1 | nt | 7% | 1% | nt | nt | 3% | 3% | 5%
O=C(N/N=C1\CCS(=O)(=O)c2ccc(F)cc21)c1ccc([N+](=O)[O-])cc1 | nt | -4% | 2% | nt | nt | ? | 12% | -5%
CCCCc1cc(=O)oc2c(C)c(OCc3nn[nH]n3)ccc12 | nt | -7% | -16% | nt | nt | ? | -2% | 7%
COC(=O)c1cn(NC(=O)/C=C/c2cccc(OC)c2OC)c(=O)c2ccccc12 | 0% | -2% | -8% | ? | -10% | ? | 4% | -8%
CC(C)Nc1ccc(Nc2ccnc3cc4ccccc4cc23)cc1 | 1%[15.4 µM] | ? | -6% | -1% | nt | -3% | -2% | 9%

The whole of this part, previewed entries included:
SMILES | GAA inhib | GAA glycogen | aGal spleen mod | ALDH1A1 inh | SMN2 splice up | JMJD2E inh | aGlu spleen mod | GoLoco inh red
CCOC(=O)C(Sc1ncc(C#N)c(N)n1)C(C)C (stereo unspecified) | 2% | -15% | 1% | ? | 29% | -9% | -3% | 11%
Cc1ccc(C(C)C)c(OCCCN2CC(C)OC(C)C2)c1 (stereo unspecified) | -3% | 0% | -16% | ? | -7% | ? | -9% | -3%
CCC(=O)Oc1ccc(NC(=O)c2ccco2)cc1 | 6% | 18% | -7% | 0% | 9% | 1% | -3% | -4%
CC(C)c1nc(Cl)c(C#N)c2c1CCC2 | -4% | -10% | -24% | 9% | nt | 0% | 3% | 2%
CCOC(=O)c1ccc(NC(=O)C(=O)NCCc2ccc(OC)cc2)cc1 | 4% | 2% | 5% | 12% | -1% | 4% | -1% | 5%
CCOc1ccccc1NC(=O)NCc1ccco1 | nt | 7% | 1% | nt | nt | 3% | 3% | 5%
O=C(N/N=C1\CCS(=O)(=O)c2ccc(F)cc21)c1ccc([N+](=O)[O-])cc1 | nt | -4% | 2% | nt | nt | ? | 12% | -5%
CCCCc1cc(=O)oc2c(C)c(OCc3nn[nH]n3)ccc12 | nt | -7% | -16% | nt | nt | ? | -2% | 7%
COC(=O)c1cn(NC(=O)/C=C/c2cccc(OC)c2OC)c(=O)c2ccccc12 | 0% | -2% | -8% | ? | -10% | ? | 4% | -8%
CC(C)Nc1ccc(Nc2ccnc3cc4ccccc4cc23)cc1 | 1%[15.4 µM] | ? | -6% | -1% | nt | -3% | -2% | 9%
CNC(=O)c1ccc(-c2cc(C(F)(F)F)nn2C)s1 | 2% | -2% | 5% | ? | nt | ? | -7% | 8%
Cc1ccc(S(=O)(=O)CCN2CCN(c3ccccn3)CC2)cc1 | ? | -6% | 7% | 13µM* | nt | 6% | 4% | 3%
Cc1ccc(Nc2nc(-c3ccc(O)c(O)c3)cs2)nc1 | -3% | ? | 7% | -93% | nt | ? | -1% | 7%
COc1ccc(CCNC(=O)CCC(=O)N2CCN(S(=O)(=O)c3ccccc3)CC2)cc1OC | ? | -8% | 5% | ? | ? | 7% | -16% | 13%
Cc1ccc(CN2CCN(Cc3ccc(Oc4ncccn4)cc3)CC2CCO)cc1 (stereo unspecified) | 3% | -5% | 3% | -3% | -20% | -12% | 5% | 17%
FC(F)(F)c1ccc(Oc2ccccc2Cl)nc1 | 6% | 25% | -1% | 2% | 2% | -28% | -7% | -5%
O=C(Nc1cc(C(F)(F)F)ccc1N1CCOCC1)c1ccccc1F | ? | -2% | 6% | -6% | 9% | ? | -3% | -2%
COc1ccc(CCNC(=O)COC(=O)Cc2ccc(OC)cc2)cc1 | 3% | -6% | 5% | -4% | nt | 4% | -3% | nt
CC(CNC(=O)c1ccc(-c2ccccc2)cc1)CN(C)C (stereo unspecified) | 1% | 9% | -2% | -7% | -23% | 5% | 1% | -1%
O=C(Nc1ccc2ccccc2c1)/C(=C\c1ccc2c(c1)OCO2)NC(=O)c1ccco1 | 3% | -3% | 0% | ? | -43%[inhibitor] | ? | 0% | 8%
Cc1ccc2nc(-c3cc(N)cc(N)c3)oc2c1 | -10% | -10% | 0% | ? | ? | ? | -1% | 50%[activator]
Cc1cccc(C)c1N(CC(=O)N/N=C/c1cc(Br)c(C)o1)S(C)(=O)=O | 5% | -6% | 10% | -9% | -12%[1.84 µM] | -2% | 2% | -1%
O=C(Nc1nncs1)C1c2ccccc2Oc2ccccc21 | -7% | 10% | 3% | 10% | 3% | 2% | -3% | 4%
CCOC(=O)C1=C(C)NC(C)=C(C(=O)OCC)C1c1ccco1 | nt | -4% | -9% | nt | nt | -28% | 2% | 5%
Cc1ccc2nc(N3CCN(C=O)CC3)nc(-c3ccccc3)c2c1 | 4% | 0% | 6% | ? | -34% | ? | 3% | 6%
O=c1cc(N2CCc3ccccc32)[nH]c(=O)n1Cc1ccc(F)cc1 | 2% | 5% | 2% | -4% | -6% | ? | -3% | 8%
CCN1CCN(c2cc(C(C)(C)C)nc3c(-c4ccccc4)c(C)nn23)CC1 | -5% | 10% | 4% | ? | nt | 4% | 0% | -4%
NS(=O)(=O)c1ccc2nc(NC(=O)c3ccncc3)sc2c1 | -3% | -10% | -12% | -1% | nt | -23% | -20% | 4%
O=C(Cc1ccccc1)NCCc1cn2ccsc2n1 | -4%[15.4 µM] | 5% | -2% | 4% | 2% | 2% | -7% | -7%
CCC(=O)Nc1cc(C)c(NC(=O)c2ccco2)cn1 | 3% | 8% | 3% | ? | -14% | -10% | -9% | 2%
Cc1c(C)c2ccc(OS(C)(=O)=O)c(C)c2oc1=O | 11% | -1% | 9% | -13% | 21% | ? | 4% | 9%
O=[N+]([O-])c1cc(C2Nc3cccc4cccc(c34)N2)ccc1Cl | 1% | ? | 3% | -3% | -1% | ? | 2% | 5%
COC(=O)Cc1c(C)c2ccc(OCc3nn[nH]n3)cc2oc1=O | 4% | 4% | -1% | ? | -11% | ? | -5% | -4%
N#C/C(C(=O)NCc1ccco1)=C1/SC=C(c2ccccc2)N1c1ccccc1 | 0% | 4% | -15% | ? | -17% | ? | -13% | 1%
O=C(Nc1cc2c(cc1Br)OCCO2)c1cccs1 | ? | -1% | -5% | 8% | 22µM* | 4% | -1% | -6%
Nc1ncnc2c1ncn2C1OC(CO)C(O)C1O (stereo unspecified) | 2% | 6% | 4%&5%&-7% | -6%&5%&-3% | 4%&5% | 1%&0%&-9% | -11%&-10%&3% | -3%&10%&17%
CCn1c(CNC(=O)c2ccco2)nnc1SCC(=O)Nc1cccc(F)c1 | 10% | 5% | 2% | 4% | -11% | 4% | -1% | 0%
COc1ccc(S(=O)(=O)Nc2cc(C)cc(C)n2)c2ccccc12 | ? | 3% | 6% | ? | ? | ? | -16% | 6%
CC(Cc1ccccc1)NC(=O)C1CCCNC1=O (stereo unspecified) | -1% | 2% | 3% | 5% | 14% | -1% | -25% | -11%
COc1ccc(S(=O)(=O)n2nc(OC(C)=O)cc2N(C(C)=O)C(C)=O)cc1 | nt | 11% | -3% | 2% | nt | 17% | 0% | 0%
COC(=O)c1ccc(CN2C(=O)NC3(CCCc4ccccc43)C2=O)o1 (stereo unspecified) | -10% | -6% | -4% | -6% | -7% | 4% | -17% | 0%
CNC(=O)CCCCCNS(=O)(=O)c1ccc(C)cc1 | -4% | 5% | 3% | -2% | 10% | 9% | -3% | 1%
CSc1nnc(C(C)(C)C)c(=O)n1/N=C/c1ccc(Cl)cc1 | nt | -3% | -7% | nt | nt | 3% | 0% | 6%
Oc1ccc2ccccc2c1C=NCc1ccccc1 | nt | 1% | 6% | nt | nt | ? | -11% | -10%
Cc1ccccc1NC(=O)C1C2CCC(O2)C1C(=O)O (stereo unspecified) | 5% | 1% | -2% | ? | -9% | -1% | -5% | -4%
O=C(O)COCC(=O)Nc1ccccc1-c1ccccc1 | 3% | 21% | 0% | 5% | -1% | -13% | 0% | 6%
Cc1c(NC(=O)C(C)OC(=O)CC2CC3CCC2C3)c(=O)n(-c2ccccc2)n1C (stereo unspecified) | 2% | 25% | -7% | 13% | -5% | 12% | 1% | 9%
N#CC1=C(N)OC2=C(C(=O)CCC2)C1C1CC=CCC1 (stereo unspecified) | -12% | -3% | -2% | 10µM* | ? | 1% | -5% | 1%
CCCn1nnc(NC(=O)COc2ccc(C3CCCCC3)cc2)n1 | -4% | 1% | -1% | -12% | -21% | 0% | -3% | 4%
CN(c1ncnc(N)c1[N+](=O)[O-])C1CCS(=O)(=O)C1 (stereo unspecified) | -7% | -10% | 2% | 8% | -13% | -7% | 2% | -5%
c1coc(-c2ccnc3ncnn23)c1 | 12% | -10% | -6% | ? | 5% | ? | -2% | -20%
Nc1nc(Br)c2ccccc2c1-c1ccccc1 | 0% | -5% | 6% | -14% | -1% | ? | 11% | 10%
O=C(NC1CCCC1)c1ccc(Br)o1 | -11% | 5% | 7% | -3% | -17% | -1% | 2% | 2%

These rows are one share of the data; count on the stated rates, not on these rows.
